Assay outcomes from PubChem.
PRMT1 inh: inhibitors of human PRMT1; Q99873; recombinant PRMT1, activity-based probe fluorescence polarization; inhibition, % at 2.79 µM; actives 1.3% (n = 370,000); AID 652257;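 active means inhibition above about 21% made by adding two undisclosed values, limit read from the data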
LEDGF integ inh: blocks HIV-1 LEDGF/p75-dependent DNA integration; TR-FRET IN-LEDGF/p75 DNA integration, Eu/Cy5; inhibition, % at 3.7 µM; actives 0.64% (n = 370,000); AID 743269;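 active means inhibition above the screen-wide mean plus 3 SD, cut at about 13% in these data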;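 further: signal is the Cy5 over europium emission ratio at 671 and 618 nm; 0% = plate median of compound wells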
ABHD4 inh: inhibitors of mouse ABHD4 | purified mABHD4, FP-Rh probe fluorescence polarization | Q8VD66 | inhibition, % at 8.92 µM | actives 0.54% (n = 370,000);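 active means inhibition exceeding the mean over every tested compound plus 3 SD, cut at about 30% in these data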;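 further: 0% = plate median of compound wells and 100% = S159A mutant with DMSO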
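Assay system: Wild-type mouse ABHD4 protein | Medium: HEPES pH 7.0 buffer, 150 mM NaCl, 0.01% Pluronic F-127 | Incubation: Enzyme–compound pre-incubation 45 min, then probe 60 min, both 25 °C | Technique: Fluorescence polarization with parallel and perpendicular emission, 525/598 nm | Evaluation: % inhibition of FP-Rh probe binding versus controls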
TDP2 absorb: blocks human TDP2 phosphodiesterase activity; actives 0.34% (n = 370,000); recombinant TDP2, T5PNP hydrolysis, p-nitrophenol absorbance 415 nm; O95551; inhibition, % at 12.8 µM;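 active means inhibition above the mean of all tested compounds plus 3 SD, set per campaign, cut at about 25% in these data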;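 further: 0% = DMSO with enzyme and 100% = buffer with substrate but no TDP2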
Target sequence (O95551 whole entry, looked up): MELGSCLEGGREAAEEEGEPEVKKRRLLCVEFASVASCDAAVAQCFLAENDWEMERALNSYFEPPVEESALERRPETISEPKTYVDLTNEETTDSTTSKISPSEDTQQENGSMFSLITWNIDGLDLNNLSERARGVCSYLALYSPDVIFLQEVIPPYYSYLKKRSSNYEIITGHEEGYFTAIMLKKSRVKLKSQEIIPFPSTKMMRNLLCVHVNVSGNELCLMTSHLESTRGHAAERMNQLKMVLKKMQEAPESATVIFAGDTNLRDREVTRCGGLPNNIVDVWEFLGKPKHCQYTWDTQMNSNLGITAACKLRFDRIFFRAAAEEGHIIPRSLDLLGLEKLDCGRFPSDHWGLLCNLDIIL
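Read-out basis: percent inhibition. System: recombinant human TDP2. Buffer or medium: Mg2+-containing Tris-HCl buffer, pH 7.5. Repeats: single replicate. Timing: reaction 2 h, 37 °C. Benchmarks: high control without enzyme, low control DMSO plus TDP2. Probe or stimulus: 5 mM T5PNP. Doses: 12.8 µM only. Measured by: epi absorbance of p-nitrophenol freed from T5PNP by hydrolysis.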
PG9 binder: PG9 antibody binding by small molecule. TR-FRET gp120-PG9 antibody binding. inhibition, % at 6.7 µM. actives 0.43% (n = 360,000); in the data active means inhibition above about 8.5%
Tn7 DDE FP: inhibitors of Tn7 peptide binding to human fibrin DD(E); AID 720508; actives 0.13% (n = 370,000); FP displacement of FITC-Tn7 peptide from fibrin DD(E); 0% = median of compound wells per plate; inhibition, % at 8.3 µM; P02675;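 active means inhibition above the mean of compounds falling within the control limits plus 3 SD of them, cut at about 14% in these data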;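 further: 0% = plate median of compound wells and 100% = 10 µM Aha-Tn7 peptide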
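assay system = human clot-derived fibrin DD(E) complex | quantity = Fibrin-DD(E) at 2 µM final | timing = 10 min preincubation, 3 h with tracer, room temperature | signal = fluorescence polarization | measure = percent inhibition | benchmarks = high control wells with 10 µM unlabelled Aha-Tn7 peptide (full inhibition) | replicates = singlicate testing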
HTRA1 inhibitor: HTRA1 (human) protease inhibition; Q92743; recombinant HTRA1, FP-rhodamine activity-based probe, fluorescence polarization; inhibition, % at 5.96 µM; actives 0.5% (n = 340,000); AID 504803; in the data active means inhibition above about 36%;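 further: 0% = enzyme with DMSO and 100% = wells lacking enzyme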
Target sequence (Q92743 whole entry, looked up): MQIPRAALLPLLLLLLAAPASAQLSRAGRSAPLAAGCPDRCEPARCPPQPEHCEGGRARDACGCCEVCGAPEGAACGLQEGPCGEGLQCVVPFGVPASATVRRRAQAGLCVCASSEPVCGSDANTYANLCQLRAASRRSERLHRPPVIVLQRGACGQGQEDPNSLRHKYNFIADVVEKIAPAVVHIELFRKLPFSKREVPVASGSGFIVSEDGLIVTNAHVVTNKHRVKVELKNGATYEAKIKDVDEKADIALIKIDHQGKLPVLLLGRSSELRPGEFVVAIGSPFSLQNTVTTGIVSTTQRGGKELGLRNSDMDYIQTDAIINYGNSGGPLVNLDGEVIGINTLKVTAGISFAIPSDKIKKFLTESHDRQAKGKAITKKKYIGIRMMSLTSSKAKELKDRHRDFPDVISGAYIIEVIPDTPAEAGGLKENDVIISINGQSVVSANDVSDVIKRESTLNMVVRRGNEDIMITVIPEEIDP
UHRF1 MBD2 ctr: UHRF1 methyl-DNA binding inhibition; AID 687016; actives 0.75% (n = 370,000); UHRF1 binding to methylated oligo, TR-FRET; Q96T88; inhibition, % at 4.4 µM; in the data active means inhibition above about 21%;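 further: UHRF1 SRA domain binding a hemimethylated CpG hairpin DNA probe; 0% = median of test compound wells and 100% = reference inhibitor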
SIAE inh: inhibitors of human sialic acid acetylesterase SIAE; SIAE FP-Rh probe binding, fluorescence polarization; inhibition, % at 9.66 µM; actives 0.69% (n = 370,000); AID 1053197;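 active means inhibition above a cutoff: mean of compounds within the control limits plus 3 SD of those, cut at about 17% in these data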;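 further: 0% = plate median of compound wells and 100% = probe without SIAE protein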
TCR-CD3 inh: blocks the human TCR-CD3 interaction; TAMRA-labeled TCR probe fluorescence, biochemical; inhibition, % at 9.4 µM; actives 0.37% (n = 360,000); AID 651800; in the data active means inhibition above about 19%;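 further: recombinant mutant TCR 2C K166C tagged with TAMRA read by polarization; 0% = receptor in buffer alone and 100% = receptor with positive control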
An asterisk follows results filed as active; / = not tested or not shown.

PRMT1 inh	LEDGF integ inh	ABHD4 inh	TDP2 absorb	PG9 binder	Tn7 DDE FP	HTRA1 inhibitor	UHRF1 MBD2 ctr	SIAE inh	TCR-CD3 inh	structure
-2	5	-1	-15	-2.6	-5	-2	4	-5	5	COc1cc(CCC(=O)OCC(=O)Nc2sccc2C(N)=O)cc(OC)c1OC
3	-6	15	-5	-0.5	2	-2	12	20*	-3	O=[N+]([O-])c1ccc(N/N=C/c2cccc(O)c2)cc1
-4	1	-2	10	-3.4	-8	-7	7	1	1	CNC(=S)N1N=C(c2cccs2)CC1c1ccc(F)cc1 (centres undefined)
2	-2	4	-4	0.2	0	2	-8	4	-8	Cc1[nH][nH]c(=O)c1C(c1ccc(Br)cc1)c1c(C)[nH][nH]c1=O
-6	1	-5	4	0.1	9	-2	0	6	9	CC[C@H]1OC(=O)[C@H](C)[C@@H](O[C@H]2C[C@@](C)(OC)[C@@H](O)[C@H](C)O2)[C@H](C)[C@@H](O[C@@H]2O[C@H](C)C[C@H](N(C)C)[C@H]2O)[C@](C)(O)C[C@@H](C)C(=NOCOCCOC)[C@H](C)[C@@H](O)[C@]1(C)O
3	1	-13	-12	-2.4	-1	-14	6	-8	-4	O=C(c1ccccc1)N1CCCC(c2ccc(Cl)cc2)=N1
0	0	-16	-1	0.3	1	-33	-2	-62	0	O=C(N/N=C/c1c[nH]c2ccccc12)c1cc(-c2ccc3ccccc3c2)n[nH]1
0	1	-3	-18	0.0	-10	7	1	-23	4	CNc1ccc(/C=C(\C#N)c2ccccn2)cc1[N+](=O)[O-]
0	1	-48	-5	-0.8	7	-38	0	-8	5	CCCCCCCCNc1ccccc1S(=O)(=O)NCc1ccccc1
-1	2	3	7	-1.7	-4	-37	-5	7	4	CCOC(=O)c1c(C)n(-c2ccccc2)c2ccc(O)cc12
8	-2	0	0	0.4	0	1	-4	0	-2	C(=C\c1ccccc1)/CSc1nnc(-c2ccncc2)n1Cc1ccco1
0	7	-2	1	0.9	-3	4	-1	-3	0	Cc1nnc(NC(=O)CSCc2c(C)noc2C)s1
-1	1	8	3	0.2	4	2	-1	-1	5	COc1ccc(OC)c(S(=O)(=O)n2ccnc2C)c1
-3	3	1	-1	0.6	-1	-7	-1	9	-14	CCOC(=O)/C(C(N)=NCC(C)C)=C(/O)c1ccccc1
-2	-2	0	-13	0.4	-1	1	0	-3	11	COc1ccc(S(=O)(=O)c2ccc(OCC3CO3)cc2)cc1 (centres undefined)
3	-3	0	0	1.0	3	3	-1	-9	-1	Cc1ccccc1-n1nnnc1SC1CCOC1=O (centres undefined)
0	-1	0	-7	0.7	4	-44	2	1	4	COc1ccccc1CN1C[C@@H]2C[C@@H](C3=Cc4cc(Cl)ccc4OC3)N3CCC[C@@]23C1=O
-2	0	-4	-7	-2.4	-4	-28	0	-6	-6	Cc1ccc(S(=O)(=O)NC2CCCc3ccccc32)cc1C (centres undefined)
-3	0	-4	-1	-1.8	8	4	-1	9	2	COc1ccc(NC(=O)C2CCN(S(=O)(=O)c3ccc(OC)c(OC)c3)CC2)c(OC)c1
0	-8	-1	-10	0.5	0	1	1	-4	-5	O=C(C1CCN(c2nc(-c3ccccc3)nc3c2CCC3)CC1)N1CCC(O)CC1
3	-4	-4	-2	-1.4	5	-1	0	1	-7	C[C@H](NC(=O)c1ncn2c1C(=O)NC[C@@H]2C)C(=O)OC(C)(C)C
-1	0	-4	-4	-3.0	1	-2	1	1	6	CCOC(=O)C1CCN(S(=O)(=O)CCNC(=O)c2ccc3c(c2)OCO3)CC1
3	-9	2	-1	-0.6	-1	-8	3	-1	-5	COc1ccccc1-c1cn[nH]c1-c1ccc(OCc2ccc([N+](=O)[O-])cc2)cc1O
2	9	4	-2	0.7	5	4	-2	6	-10	CC1C/C(=C\c2ccccc2[N+](=O)[O-])c2nc3ccccc3c(C(=O)O)c2C1 (centres undefined)
-9	5	-5	-6	-2.5	-3	3	1	0	3	CCOc1ccccc1NC(=O)C1CCCN(S(=O)(=O)c2ccc3c(c2)CCCN3C(C)=O)C1 (centres undefined)
0	3	4	-8	-0.9	4	5	-1	5	7	CCCc1nc(C)cc(N2CCN(c3ccccc3)CC2)n1
-1	1	-6	2	-1.2	0	-11	-3	1	9	Cn1c2ccccc2c2c(C(=O)N3CCN(c4ccccc4)CC3)cn(C3CCCC3)c(=O)c21
-4	-1	-13	11	-1.1	-6	-11	-4	-2	2	CCOC(=O)/C=c1\s/c(=C\c2ccc3cc(OC)ccc3c2)c(=O)n1CC(=O)NCC1CCCO1 (centres undefined)
4	-7	1	-4	-2.4	-7	-4	5	-6	-3	CCOC(=O)C1CCN(C(=O)c2sccc2Cl)CC1
0	-1	-4	17	-1.6	-4	1	-1	-4	-1	Cc1ccc(NS(=O)(=O)c2ccc(C(=O)NCc3ccccn3)cc2)cc1
-3	0	3	-1	-0.9	-2	-3	-1	-7	-1	COc1ccc(C(CNC(=O)Cc2ccc3ccccc3c2)N(C)C)cc1 (centres undefined)
1	-1	3	-7	0.2	6	4	2	-4	1	Cn1c(=O)c2c(-c3ccccc3)n(CCCN3CCOCC3)cc2n(C)c1=O
-4	4	-1	4	-0.4	-4	-3	0	2	14	Cc1cc(C(=O)NNC(=O)c2c(-c3c(Cl)cccc3Cl)noc2C)no1
0	2	-9	-6	0.6	-3	-4	4	-2	-7	CCOc1ccc2[nH]c(=O)c(CN(CCCO)C(C)=O)cc2c1
-2	3	-10	11	0.1	4	0	-1	1	5	CCCCC(=O)OCc1nc2ccccc2s1
-2	-1	-2	-3	-1.7	-5	3	-1	1	8	CCCN(CCC)CCCNC(=O)c1nn(-c2cccc(OC)c2)c(=O)c2ccccc12
4	0	4	4	/	-5	/	-8	-5	/	C(=N\Nc1nncc2ccccc12)/c1cccnc1
1	-6	5	-6	0.0	7	-3	3	-1	3	COc1ccc(NC(=O)c2ccccc2S(=O)c2ccccc2C#N)cc1 (centres undefined)
5	-5	2	-7	0.1	-5	4	2	6	0	O=C(Nc1ccccc1C(=O)N/N=C/c1ccco1)c1ccc(F)cc1
-3	-7	0	-5	-0.9	7	1	-2	1	0	CCNC(=O)CSc1nnc(CN2CCCCCC2=O)n1-c1ccccn1
3	1	12	-2	-8.2	-2	9	0	0	5	O=C(O)c1cc(N/N=C/c2ccc3c(c2)OCCO3)ccc1Cl
-2	2	-1	5	-1.2	8	-1	0	5	3	CCCCN(C)C(=O)c1nc2ccccn2c1CN1CCN(c2ccccn2)CC1
-1	-3	-2	5	-0.4	0	-4	0	-2	1	COc1cccc(-c2nc(CS(=O)(=O)CC(=O)N3CCN(c4ccccn4)CC3)c(C)o2)c1
1	-1	-4	1	1.8	5	0	0	2	2	CN(CCOc1ccccc1)C(=O)C1CCC(=O)N(CCCN2CCOCC2)C1 (centres undefined)
-5	5	-11	-4	0.1	-2	-8	3	-2	-7	COCCN(C(=O)COC(=O)CSc1ccc(Cl)cc1)c1c(N)n(CC(C)C)c(=O)[nH]c1=O
-1	7	-7	-5	-2.0	-2	-7	-3	-12	2	Cn1nc(C(=O)Nc2ccccc2Cl)cc1C(=O)Nc1ccccc1Cl
-5	4	8	8	2.0	-3	5	-2	14	-4	Cc1c(CN(C)CCc2ccccc2)c(=O)n(-c2ccccc2)n1C
-1	3	5	-3	-1.2	-4	7	2	4	3	Cc1cccc(NC(=O)Nc2c(C)[nH]c(=O)[nH]c2=O)c1C
-1	-8	2	-5	-4.1	5	-3	-6	17*	6	Cc1c(/C=N/O)c2ccccn2c1C(=O)c1ccc(F)cc1
-1	-2	2	-3	-2.5	0	0	0	6	5	O=C(C1=C[C@@H](C2CC2)C[C@@H](OCCCCO)O1)N1CCOCC1

Looked up by structure from the list above (2):
PRMT1 inh	LEDGF integ inh	ABHD4 inh	TDP2 absorb	PG9 binder	Tn7 DDE FP	HTRA1 inhibitor	UHRF1 MBD2 ctr	SIAE inh	TCR-CD3 inh	structure
1	-1	3	-7	0.2	6	4	2	-4	1	Cn1c(=O)c2c(-c3ccccc3)n(CCCN3CCOCC3)cc2n(C)c1=O
-3	0	3	-1	-0.9	-2	-3	-1	-7	-1	COc1ccc(C(CNC(=O)Cc2ccc3ccccc3c2)N(C)C)cc1 (centres undefined)

(list continues)
PRMT1 inh	LEDGF integ inh	ABHD4 inh	TDP2 absorb	PG9 binder	Tn7 DDE FP	HTRA1 inhibitor	UHRF1 MBD2 ctr	SIAE inh	TCR-CD3 inh	structure
-1	3	4	10	/	1	/	-1	1	/	COC(=O)C(CN)CN1C(=O)c2ccccc2C1=O (centres undefined)
-4	-1	3	2	-1.8	4	1	-1	7	5	Cc1cc(Cl)ccc1NC(=O)/C=N/O
1	4	-6	1	-1.5	-11	-21	-1	-13	9	COc1cc(NS(=O)(=O)c2ccc(NC(=O)/C(=C\c3ccccc3OC)NC(=O)c3ccccc3)cc2)nc(OC)n1
-2	3	0	8	-1.0	9	7	-3	16	3	CCOC(=O)C(NCc1ccc(OC)cc1)(NC(C)=O)C(F)(F)F (centres undefined)
-2	2	4	2	-0.7	-2	6	2	4	0	Nc1c(Cl)ncnc1NCCO

Of the compounds above, two have a COOH group.
PRMT1 inh	LEDGF integ inh	ABHD4 inh	TDP2 absorb	PG9 binder	Tn7 DDE FP	HTRA1 inhibitor	UHRF1 MBD2 ctr	SIAE inh	TCR-CD3 inh	structure
2	9	4	-2	0.7	5	4	-2	6	-10	CC1C/C(=C\c2ccccc2[N+](=O)[O-])c2nc3ccccc3c(C(=O)O)c2C1 (centres undefined)
3	1	12	-2	-8.2	-2	9	0	0	5	O=C(O)c1cc(N/N=C/c2ccc3c(c2)OCCO3)ccc1Cl
